# OXTR agonist: agonists of human oxytocin receptor. CHO-OTR cells, Fluo-8 calcium fluorescence; normalized: DMSO 0%, oxytocin 100%. activation, % at 3 µM. P30559. 0.32% of 320,000 active;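 active = activation above the mean of all tested compounds plus 3 SD, cutoff set per screening run, cut at about 20% in these data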;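 note: peak over basal fluorescence ratio from a 100 s FLIPR kinetic read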
# Target sequence (P30559 whole entry, looked up): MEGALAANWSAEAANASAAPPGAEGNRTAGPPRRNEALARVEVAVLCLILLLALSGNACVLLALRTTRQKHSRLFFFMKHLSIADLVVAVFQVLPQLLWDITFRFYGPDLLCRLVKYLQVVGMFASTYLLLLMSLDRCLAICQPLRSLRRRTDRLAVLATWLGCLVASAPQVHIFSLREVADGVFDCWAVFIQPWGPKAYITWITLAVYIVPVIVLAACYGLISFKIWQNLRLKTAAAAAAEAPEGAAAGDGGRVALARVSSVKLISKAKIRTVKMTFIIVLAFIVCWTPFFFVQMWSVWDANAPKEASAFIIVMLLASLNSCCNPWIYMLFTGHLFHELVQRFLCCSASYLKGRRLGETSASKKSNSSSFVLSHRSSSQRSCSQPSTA
# V1R ag counter: V1a receptor agonism, counter-screen for OXTR agonists | P37288 | CHO-V1R cells, Fluo-8 calcium fluorescence, agonist mode; 0% DMSO, 100% 3 nM vasopressin | activation, % at 3 µM | 0.25% of 320,000 active | AID 2797;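 active = activation above the mean activation of all tested compounds plus 3 SD, per screening run, cut at about 20% in these data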;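 note: signal is peak over basal fluorescence ratio across a 100 second FLIPR read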
# GPR7 antag: blocks human GPR7 receptor signaling; P48145; GPR7-expressing cells, fluorescence antagonist assay; inhibition, % at 4.4 µM; 1.1% of 290,000 active; AID 1861; in the data active = inhibition above about 16%, passing the limit was not always enough;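 note: cells stimulated with the agonist NPW; 0% = agonist with vehicle and 100% = vehicle without agonist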
# Target sequence (P48145 whole entry, looked up): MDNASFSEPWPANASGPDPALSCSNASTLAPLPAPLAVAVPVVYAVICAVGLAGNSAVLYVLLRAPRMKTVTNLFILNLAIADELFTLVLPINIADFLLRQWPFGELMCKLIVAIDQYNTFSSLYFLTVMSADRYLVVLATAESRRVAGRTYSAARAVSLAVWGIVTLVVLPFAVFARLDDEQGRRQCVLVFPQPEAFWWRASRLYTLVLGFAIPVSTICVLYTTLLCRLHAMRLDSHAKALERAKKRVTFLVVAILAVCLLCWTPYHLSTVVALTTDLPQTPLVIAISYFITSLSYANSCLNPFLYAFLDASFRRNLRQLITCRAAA
# CHO-K1 Ca PAM: counter-screen for M1 PAMs: effect in parental CHO-K1 cells. 0.02% of 360,000 active. ATP EC20, Fluo-8 calcium fluorescence; 0% at ATP EC20, 100% at ATP max. activation, % at 3 µM;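 active = activation above the run cutoff, the mean activation of all test compounds plus 3 SD, cut at about 40% in these data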;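 note: peak over basal fluorescence ratio in a 140 s read after ATP addition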
# M1 ag parental: M1 agonist counterscreen hit in parental CHO-K1 cells; Fluo-8 calcium fluorescence; scaled to maximal ATP response, vehicle zero; activation, % at 3 µM; 0.48% of 360,000 active; in the data active = activation above about 15%;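 note: untransfected CHO-K1 host cells lacking M1 receptor as counterscreen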
# CHO parental Ca: counter-screen: ATP calcium response change in parental CHO cells | parental CHO-K1, ATP-induced calcium, Fluo-8 fluorescence | 0.63% of 330,000 active | inhibition, % at 5.6 µM;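 active = inhibition above that plate's mean sample inhibition plus 3 SD, cut at about 26% in these data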;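 note: 0% = ATP-challenged DMSO wells and 100% = DMSO wells without ATP; some compounds past the cut are filed as inactive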
#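 Test system: untransfected parental CHO cell line; also added: ATP stimulus; dosing: 5.6 µM, single dose; signal: calcium-sensitive Fluo-8 fluorescence; measure: percent inhibition of ATP-evoked calcium rise, normalized to controls; benchmarks: low control ATP plus DMSO, high control DMSO only; replication: one well per compound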
# OXTR potentiator: potentiates the human oxytocin receptor response | 0.061% of 320,000 active | AID 2445 | activation, % at 3 µM | CHO-OTR cells, Fluo-8 calcium fluorescence, potentiator mode; 0% = oxytocin EC15, 100% = EC100;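 active = activation above that plate's cutoff, the mean activation of tested compounds plus 3 SD, cut at about 6.6% in these data, passing the limit was not always enough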;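 note: 100% uses oxytocin at 75 nM as the full agonist control; some results filed as inactive read as strong as hits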
#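 Assay system: CHO cell line stably expressing human OTR. Reagent: EC15 oxytocin agonist. Dosing: single dose, 3.0 µM nominal final compound concentration. Timing: compound 6 min at room temperature before oxytocin, 100 s read. Signal: kinetic Fluo-8 calcium fluorescence. Controls: oxytocin EC15 low and EC100 high.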
# TAAR1 antag: human TAAR1 antagonism; Q96RJ0; CHO RD-HGA16 TAAR1, Fluo-8 calcium fluorescence, antagonist; inhibition, % at 3 µM; 1.5% of 360,000 active; AID 624466;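 active = inhibition above a per-plate cutoff, the mean inhibition of test compounds on that plate plus 3 SD, cut at about 49% in these data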;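 note: 0% = DMSO plus EC80 beta-PEA response and 100% = DMSO alone without agonist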
# Target sequence (Q96RJ0 whole entry, looked up): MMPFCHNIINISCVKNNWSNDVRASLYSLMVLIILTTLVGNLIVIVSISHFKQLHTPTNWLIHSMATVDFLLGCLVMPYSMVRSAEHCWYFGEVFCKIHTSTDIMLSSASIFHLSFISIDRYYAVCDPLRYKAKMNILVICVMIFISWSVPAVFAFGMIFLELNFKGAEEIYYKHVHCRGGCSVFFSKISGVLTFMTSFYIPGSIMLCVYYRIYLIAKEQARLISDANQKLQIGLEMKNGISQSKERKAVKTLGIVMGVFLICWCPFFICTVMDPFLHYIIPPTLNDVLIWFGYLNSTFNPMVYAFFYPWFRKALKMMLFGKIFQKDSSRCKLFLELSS
#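 test system = CHO RD-HGA16 cells bearing hTAAR1 | replication = singlicate | controls = DMSO-only wells and EC80 β-PEA-stimulated wells | reagent = EC80 β-phenethylamine stimulus | read-out basis = percent inhibition of PEA-evoked calcium signal, max/basal emission ratio | schedule = seeding 17-24 h prior, 75-min 37 °C, 30-min RT dye loading | signal = kinetic Fluo-8 calcium fluorescence measurement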
# CHO-K1 Ca antag: counter-screen for M1 antagonists: effect in parental CHO-K1 cells. 0.6% of 360,000 active. ATP-induced calcium, Fluo-8 fluorescence. inhibition, % at 3 µM;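 active = inhibition above a per-plate cutoff, the plate's mean sample inhibition plus 3 SD, cut at about 24% in these data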;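 note: 0% = DMSO plus EC80 ATP and 100% = DMSO alone without ATP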
# Starred values were filed as active, the others as inactive; x = no result given.
1) CCCC/C=C/C(NC(=O)c1ccc(-c2ccccc2)cc1)c1ccccc1 (stereo unspecified)
2) O=C(CSc1nc(O)cc(=O)[nH]1)N1c2ccccc2Sc2ccccc21
3) CCC1CCCCN1S(=O)(=O)c1ccc(S(=O)(=O)N2CCN(S(=O)(=O)CC)CC2)cc1 (stereo unspecified)
4) Nc1ccc2nc(CCCCCCCCc3nc4ccc(N)cc4[nH]3)[nH]c2c1
5) CCc1ccccc1NC(=O)c1nnn(CC(=O)Nc2cccc(C)c2C)c1N
6) Cc1cc2ccccn2c1C(=O)c1ccc(NN)c([N+](=O)[O-])c1
assay / compound	1	2	3	4	5	6
OXTR agonist	-0.4	-1.1	1.4	-1.7	5.0	-3.0
V1R ag counter	0.0	-0.8	2.2	-0.6	2.5	-1.2
GPR7 antag	x	-5	3	-5	-2	-13
CHO-K1 Ca PAM	-3	24	21	10	14	6
M1 ag parental	-0.4	0.0	1.9	-0.5	2.3	0.2
CHO parental Ca	-11	-7	-10	-13	20	-25
OXTR potentiator	-6	1	-6	3	-6	-7
TAAR1 antag	-2	2	11	-8	-2	5
CHO-K1 Ca antag	-4	-15	-7	-2	-4	-7

7) Clc1ccccc1CSc1nnc(-c2ccco2)c(-c2ccco2)n1
8) CCOc1ccc(NC(=O)CN(C2CCCCC2)S(C)(=O)=O)cc1
9) COc1ccc(N(CC(=O)Nc2ccccc2C(=O)N2CCOCC2)S(=O)(=O)c2ccc(F)cc2)cc1
10) Cc1ccc(SCc2cc(-c3ccc(Cl)cc3)on2)cc1
11) O=c1c(S(=O)(=O)c2ccc(Cl)cc2)cn(Cc2ccccc2F)c2ccc(F)cc12
12) N#Cc1c(NC(=S)NC(=O)c2ccccc2)sc2c1CCC2
assay / compound	7	8	9	10	11	12
OXTR agonist	-0.3	-1.3	-0.4	0.2	-0.3	1.3
V1R ag counter	0.1	-1.1	-0.4	1.4	-0.1	-0.1
GPR7 antag	0	-7	-10	4	-7	1
CHO-K1 Ca PAM	1	21	14	-1	11	19
M1 ag parental	0.2	1.7	2.2	0.5	0.1	0.8
CHO parental Ca	-9	-10	-13	-16	-10	-7
OXTR potentiator	0	1	-5	-8	-2	-1
TAAR1 antag	3	4	-3	32	25	-4
CHO-K1 Ca antag	-36	-3	-2	-1	0	-9

13) O=C(/C(=N\Nc1ccc([N+](=O)[O-])cc1)Sc1nnnn1-c1ccccc1)c1ccccc1
14) O=C(COC(=O)c1ccccc1Nc1ccc(SC(F)F)cc1)NCc1ccco1
15) O=C(COC(=O)Cc1ccc(S(=O)(=O)N2CCOCC2)s1)Nc1ccc([N+](=O)[O-])cc1
16) O=c1c2ccccc2nc(SCc2cccc(F)c2)n1C1CCCC1
17) Cc1ccc(C)n1-n1c(C)nc2scc(-c3cccs3)c2c1=O
18) COc1ccc(NC(=O)CN(C)C(=O)Cc2n[nH]c(=O)c3ccccc23)cc1
assay / compound	13	14	15	16	17	18
OXTR agonist	7.6	-1.9	12	-1.6	-2.2	0.1
V1R ag counter	10	-0.3	11	0.5	-1.9	-0.9
GPR7 antag	-4	-2	x	-1	-5	x
CHO-K1 Ca PAM	17	12	-16	-1	19	-8
M1 ag parental	1.5	0.5	5.6	-0.1	-0.4	0.0
CHO parental Ca	-6	1	3	-29	-2	-2
OXTR potentiator	-15	-7	-7	-6	-3	-5
TAAR1 antag	24	52*	2	-58	5	1
CHO-K1 Ca antag	-5	2	9	0	-13	-9

19) CN(C(=O)/C(N=Nc1cccc(C(F)(F)F)c1)=C(\O)C(F)(F)F)c1ccccc1
20) Cc1nc(SCC(=O)N(CC(C)C)C2CCS(=O)(=O)C2)c(C#N)c(C)c1C (stereo unspecified)
21) O=c1cc(-c2ccc(O)c(O)c2)oc2cc(O)cc(O)c12
22) O=C(CSc1nnnn1Cc1ccccc1)c1ccccc1F
23) COC(/C=C/Nc1ccc(Cl)cc1)=C(C#N)C#N
24) CC1CN(C(=O)c2cc3cc(Br)ccc3[nH]2)CC(C)O1 (stereo unspecified)
assay / compound	19	20	21	22	23	24
OXTR agonist	-0.4	x	0.7	-2.1	0.9	-1.8
V1R ag counter	0.7	x	0.7	-0.3	0.7	0.9
GPR7 antag	-20	x	x	0	-2	-12
CHO-K1 Ca PAM	15	-6	11	16	-11	-11
M1 ag parental	2.4	0.5	1.1	1.6	-0.2	-1.4
CHO parental Ca	-2	x	8	-9	4	-24
OXTR potentiator	-3	x	-5	-1	-9	-7
TAAR1 antag	-1	-24	-37	29	11	-1
CHO-K1 Ca antag	0	2	-15	-10	2	5

25) Cc1cccc(N2CCN(C(=O)c3cccc(N4CCCC4=O)c3)C(C)C2)c1 (stereo unspecified)
26) O=C(Nc1ccccc1-c1nnn(CC(=O)N2CCN(c3ccccc3)CC2)n1)c1cccs1
27) COCCCNC(=O)C(C#N)c1nc2ccccc2nc1N1CCN(Cc2ccccc2)CC1 (stereo unspecified)
28) NS(=O)(=O)c1ccc(CCNC(=O)c2ccccc2OCc2ccc(F)cc2)cc1
29) FC(F)(F)c1cccc(Nc2cc(-c3ccccc3)nc3ncnn23)c1
30) CNC[C@H]1OCc2ccccc2-c2ccccc2C(=O)N([C@@H](C)CO)C[C@H]1C
assay / compound	25	26	27	28	29	30
OXTR agonist	5.6	2.6	x	6.4	-1.1	x
V1R ag counter	5.1	1.9	x	8.3	0.1	x
GPR7 antag	21	-12	-1	0	-6	x
CHO-K1 Ca PAM	10	12	7	6	26	-6
M1 ag parental	8.1	2.8	5.8	5.7	0.8	-0.7
CHO parental Ca	4	-7	x	-5	-21	x
OXTR potentiator	-10	-8	x	-10	8	x
TAAR1 antag	0	62*	2	30	-7	-18
CHO-K1 Ca antag	-13	-20	22	-9	-14	-13

31) CN(C)c1ccc(C2C3=C(CCCC3=O)OC3=C2C(=O)CCC3)cc1
32) CCC1Sc2ccc(S(=O)(=O)CCC(=O)Nc3ccc(OC(F)(F)F)cc3)cc2NC1=O (stereo unspecified)
33) O=C(NCCc1ccccc1)c1ccc2c(c1)S(=O)(=O)c1cc(Cl)ccc1C2=O
34) CC(OC(=O)Cn1c(C(F)(F)F)nc2ccccc21)C(N)=O (stereo unspecified)
35) CN(C)S(=O)(=O)c1cccc(NC(=O)COC(=O)CCc2nc3ccccc3s2)c1
36) CCS(=O)(=O)c1ccc2oc(SCC(=O)NCCC3=CCCCC3)nc2c1
assay / compound	31	32	33	34	35	36
OXTR agonist	-0.2	6.1	-0.6	1.0	11	2.8
V1R ag counter	0.4	6.6	-1.2	3.6	14	6.1
GPR7 antag	-5	-3	x	-5	7	3
CHO-K1 Ca PAM	12	3	15	-4	-5	-1
M1 ag parental	2.5	3.3	-0.2	0.0	1.7	1.9
CHO parental Ca	-21	-20	-22	-3	0	-19
OXTR potentiator	-19	-12	-5	3	-16	-13
TAAR1 antag	10	5	41	28	-4	0
CHO-K1 Ca antag	-8	0	-14	-6	11	3

# A few values from above:
# Under OXTR potentiator, O=C(NCCc1ccccc1)c1ccc2c(c1)S(=O)(=O)c1cc(Cl)ccc1C2=O reads -5
# Under V1R ag counter, CN(C)S(=O)(=O)c1cccc(NC(=O)COC(=O)CCc2nc3ccccc3s2)c1 reads 14
# Under M1 ag parental, CCS(=O)(=O)c1ccc2oc(SCC(=O)NCCC3=CCCCC3)nc2c1 reads 1.9

# (next part)
37) Cc1cc(NC(=O)C(C)C)ncc1NC(=O)c1ccccn1
38) COc1cccc(N2C(=O)C3CC=C(Cl)CC3C2=O)c1 (stereo unspecified)
39) O=C(C1CCCN(Cc2ccccc2[N+](=O)[O-])C1)N1CCCCC1 (stereo unspecified)
40) Cc1ccc(C2(c3noc(CN(C)CC4COCCO4)n3)CCCC2)cc1 (stereo unspecified)
41) CC(C)NC(=O)C(C)N1CCN(S(=O)(=O)c2ccc3ccccc3c2)CC1 (stereo unspecified)
42) COc1cccc(C(=O)NC2CCCN(C3Cc4ccccc4C3)C2)c1OC (stereo unspecified)
assay / compound	37	38	39	40	41	42
OXTR agonist	1.1	0.1	-0.8	-0.9	2.4	0.0
V1R ag counter	-0.3	0.0	-0.4	0.8	4.9	0.1
GPR7 antag	11	-15	-3	-17	-6	4
CHO-K1 Ca PAM	20	18	4	-2	-20	5
M1 ag parental	0.7	1.3	0.6	0.4	3.6	0.4
CHO parental Ca	-4	-6	-2	-7	-4	-10
OXTR potentiator	7	-2	-14	-4	-11	1
TAAR1 antag	-2	16	-17	-15	-13	-21
CHO-K1 Ca antag	-9	-17	16	-8	-6	-7

43) Cc1nn(-c2nccs2)c2c1C(=O)CC(C)(C)C2Br (stereo unspecified)
44) CN(C)S(=O)(=O)c1ccc(Cl)c(C(=O)Nc2cccc([N+](=O)[O-])c2)c1
45) COc1ccc(F)cc1S(=O)(=O)Nc1ccc2c(c1)OCO2
46) Nc1ccnn1Cc1cccs1
47) CCCCN(C(=O)c1cc(CN2C(=O)c3ccccc3C2=O)ccc1OC)c1c(N)n(CC(C)C)c(=O)[nH]c1=O
48) O=C(C1=C[C@H](C2CCCCC2)C[C@H](OCc2ccc(CO)cc2)O1)N1CCN(Cc2ccccc2)CC1
assay / compound	43	44	45	46	47	48
OXTR agonist	x	2.4	2.7	1.8	x	-0.2
V1R ag counter	x	2.5	1.5	-0.1	x	0.0
GPR7 antag	x	6	-2	-10	x	-12
CHO-K1 Ca PAM	6	14	17	-1	-10	19
M1 ag parental	0.0	4.0	0.6	-0.1	-0.2	0.0
CHO parental Ca	x	4	-7	-5	x	-19
OXTR potentiator	x	-5	-3	1	x	2
TAAR1 antag	-7	35	-3	-11	-3	41
CHO-K1 Ca antag	-18	-9	-4	2	-10	-17

49) O=[N+]([O-])c1c(NCCCO)cc(Sc2ccc(Cl)cc2)c2nonc12
50) COc1ccc(CCNC(=O)/C(=C/c2cccnc2)NC(=O)c2ccccc2)cc1OC
51) COc1cccc(OC)c1OCCOCCn1cnc2ccccc2c1=O
52) CCC1CCCCN1C(=O)Nc1ccc(F)cc1 (stereo unspecified)
53) Cc1ccc(S(=O)(=O)n2nccc2-c2c(-c3ccc(Cl)cc3)noc2C)cc1
54) Cc1cc(NC(=O)CCCn2ccc([N+](=O)[O-])n2)n(Cc2ccc(F)cc2)n1
55) COc1ccc(/C=C/C(=O)c2cc(Br)ccc2O)cc1OC
56) CCc1nnc(NC(=O)CSc2nnc3ncccn23)s1
assay / compound	49	50	51	52	53	54	55	56
OXTR agonist	2.5	-0.8	0.1	0.9	-0.9	-0.2	-0.6	0.9
V1R ag counter	1.7	-0.3	-0.7	-0.1	1.7	2.2	0.2	1.1
GPR7 antag	4	-15	-12	-7	-9	-13	2	-5
CHO-K1 Ca PAM	20	20	16	-10	2	-8	34	-8
M1 ag parental	1.5	1.6	13	0.2	0.3	3.4	2.9	0.5
CHO parental Ca	20	-12	-10	-14	-16	-9	-21	-4
OXTR potentiator	-4	0	-1	-6	-7	-2	-7	-3
TAAR1 antag	-2	7	1	-2	-27	-4	5	x
CHO-K1 Ca antag	-17	-4	-5	3	-3	-14	-18	-3
